PME-1 inh: PME-1 (human) inhibition; AID 2130; 320,000 tested, 0.53% active; recombinant PME-1, FP-Rh probe fluorescence polarization; inhibition, % at 5.9 µM;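 active means inhibition above the campaign mean of all compounds plus 3 SD, cut at about 26% in these data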;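 further: competitive labeling of PME-1 active site by serine hydrolase directed probe; 0% = PME-1 with DMSO and 100% = wells lacking PME-1 enzyme; inhibitors block probe labeling so polarization falls and inhibition rises; many of its hits are not listed in these tables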
Target sequence (Q9Y570 whole entry, looked up): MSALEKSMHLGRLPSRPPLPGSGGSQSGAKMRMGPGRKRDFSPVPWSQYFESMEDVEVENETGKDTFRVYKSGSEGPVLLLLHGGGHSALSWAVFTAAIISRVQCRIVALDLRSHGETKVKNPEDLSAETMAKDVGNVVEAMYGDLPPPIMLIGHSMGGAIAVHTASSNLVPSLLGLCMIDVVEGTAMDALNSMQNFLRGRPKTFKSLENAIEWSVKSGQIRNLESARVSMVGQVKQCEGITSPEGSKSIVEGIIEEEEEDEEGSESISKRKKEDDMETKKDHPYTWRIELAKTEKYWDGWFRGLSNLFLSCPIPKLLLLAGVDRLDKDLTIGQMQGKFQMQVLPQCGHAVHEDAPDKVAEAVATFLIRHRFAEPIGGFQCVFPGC
Fam108B inh: blocks mouse Fam108B hydrolase in RBBP9 counter-screen. recombinant Fam108B, FP-Rh probe fluorescence polarization. inhibition, % at 9.51 µM. 300,000 tested, 0.33% active. AID 1947;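 active means inhibition above the screen mean inhibition plus 3 SD, computed separately per campaign, cut at about 18% in these data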;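 further: inhibitors lower polarization as less probe binds the enzyme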
LYPLA1 counter: LYPLA1 (human) inhibition in PME1 counter-screen. O75608. recombinant LYPLA1, FP-Rh probe fluorescence polarization. inhibition, % at 5.9 µM. 320,000 tested, 0.16% active;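 active means inhibition above the mean of all tested compounds plus 3 SD, set per campaign, cut at about 14% in these data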;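 further: inhibitors block serine hydrolase probe labeling of LYPLA1 so polarization falls; 0% = enzyme with DMSO and 100% = wells lacking LYPLA1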
PAFAH1B3 inh: inhibitors of human PAFAH1B3; inhibition, % at 3.39 µM; 340,000 tested, 0.28% active; Q15102; recombinant PAFAH1B3, FP-rhodamine probe, fluorescence polarization;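 active means inhibition above the screen-wide average of all tested compounds plus 3 SD, cut at about 25% in these data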;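 further: 0% = enzyme with DMSO only and 100% = wells lacking PAFAH1B3 protein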
pPAFAH inh: inhibitors of human plasma PAF acetylhydrolase (pPAFAH). inhibition, % at 3.39 µM. Q13093. recombinant pPAFAH, FP-rhodamine probe fluorescence polarization. AID 463082. 330,000 tested, 1.5% active;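 active means inhibition above the mean inhibition across the screen plus 3 SD, cut at about 25% in these data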;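 further: inhibitors block binding of the rhodamine activity-based probe so polarization drops; 0% = enzyme with DMSO and 100% = wells lacking pPAFAH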
Target sequence (Q13093 whole entry, looked up): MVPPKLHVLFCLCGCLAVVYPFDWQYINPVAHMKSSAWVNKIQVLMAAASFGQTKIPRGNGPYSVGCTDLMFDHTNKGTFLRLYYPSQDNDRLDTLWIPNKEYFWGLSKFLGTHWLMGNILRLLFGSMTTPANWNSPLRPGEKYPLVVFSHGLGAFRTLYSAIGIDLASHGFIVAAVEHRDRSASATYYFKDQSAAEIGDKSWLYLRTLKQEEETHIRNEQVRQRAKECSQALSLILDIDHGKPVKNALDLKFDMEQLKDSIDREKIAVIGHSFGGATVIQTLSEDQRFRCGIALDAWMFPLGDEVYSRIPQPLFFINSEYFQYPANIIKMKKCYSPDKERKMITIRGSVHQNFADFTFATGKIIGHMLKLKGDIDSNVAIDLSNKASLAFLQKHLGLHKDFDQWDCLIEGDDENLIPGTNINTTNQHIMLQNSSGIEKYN
PAFAH1B2 inh: PAFAH1B2 (human) inhibition | P68402 | recombinant PAFAH1B2, FP-rhodamine activity probe, fluorescence polarization | inhibition, % at 3.39 µM | 340,000 tested, 1.2% active | AID 492953;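 active means inhibition above the mean of all tested compounds plus 3 SD, cut at about 24% in these data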;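 further: 0% = enzyme with DMSO and 100% = wells lacking PAFAH1B2; many of its hits are not listed in these tables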
Target sequence (P68402 whole entry, looked up): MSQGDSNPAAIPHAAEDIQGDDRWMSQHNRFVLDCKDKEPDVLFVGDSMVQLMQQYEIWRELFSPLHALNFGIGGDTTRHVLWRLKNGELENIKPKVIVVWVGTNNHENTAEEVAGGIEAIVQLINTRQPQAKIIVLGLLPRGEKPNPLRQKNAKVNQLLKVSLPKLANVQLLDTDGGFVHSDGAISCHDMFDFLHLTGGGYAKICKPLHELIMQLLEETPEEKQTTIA
GSTO1 counter: GSTO1 inhibition, counter-screen for RBBP9 inhibitors; P78417; recombinant GSTO1, activity-based probe fluorescence polarization; inhibition, % at 5.96 µM; 300,000 tested, 1.1% active; AID 1974;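 active means inhibition above the campaign mean inhibition plus 3 SD, cut at about 35% in these data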;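 further: 0% = GSTO1-1 with DMSO and 100% = wells lacking GSTO1-1 enzyme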
PAFAH2 inh: inhibitors of human PAFAH2. Q99487. recombinant PAFAH2, FP-rhodamine activity probe, fluorescence polarization. inhibition, % at 3.39 µM. 340,000 tested, 0.99% active;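 active means inhibition above the mean over all tested compounds plus 3 SD, cut at about 30% in these data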;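 further: inhibitors block probe labeling of enzyme so polarization drops; 0% = enzyme with DMSO and 100% = wells lacking PAFAH2 protein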
PAD4 FP inh: inhibitors of human PAD4 | inhibition, % at 6.36 µM | Q9UM07 | recombinant PAD4, RCA probe fluorescence polarization | 330,000 tested, 0.41% active;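 active means percent inhibition above a cutoff equal to the mean of all tested compounds plus 3 SD, cut at about 15% in these data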;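 further: 0% = PAD4 with RCA probe and DMSO and 100% = probe without PAD4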
An asterisk follows results filed as active.

How did CCN(CC)C(=O)c1sc(NC(=O)c2ccc(C)c([N+](=O)[O-])c2)c(C#N)c1C do in these assays?
PME-1 inh: 1.6; Fam108B inh: -2.8; LYPLA1 counter: -0.3; PAFAH1B3 inh: -7.9; pPAFAH inh: 0.9; PAFAH1B2 inh: 1.3; GSTO1 counter: -4.8; PAFAH2 inh: 12.4; PAD4 FP inh: -4.5

How did CCc1cc(CNC(=O)CC2C(=O)NCCN2CC2CCCCC2)on1 (centres undefined) do in these assays?
PME-1 inh: 4.3; Fam108B inh: -0.1; LYPLA1 counter: 0.1; PAFAH1B3 inh: -3.0; pPAFAH inh: 3.4; PAFAH1B2 inh: 2.1; GSTO1 counter: 3.1; PAFAH2 inh: 5.1; PAD4 FP inh: -1.0

How did CCOCCCn1c(SCC(=O)Nc2oc(C)c3c(C)n[nH]c(=O)c23)nnc1-c1ccncc1 do in these assays?
PME-1 inh: -1.4; Fam108B inh: 3.6; LYPLA1 counter: 4.0; PAFAH1B3 inh: 10.8; pPAFAH inh: -5.1; PAFAH1B2 inh: 7.4; GSTO1 counter: -14.5; PAFAH2 inh: 11.7; PAD4 FP inh: -8.0

Results for COc1ccc(C(=O)Oc2cc(OC)cc(OC)c2C(C)=O)cc1 ?
PME-1 inh: 3.3; Fam108B inh: 0.8; LYPLA1 counter: 2.0; PAFAH1B3 inh: 5.3; pPAFAH inh: 5.7; PAFAH1B2 inh: 1.7; GSTO1 counter: 5.5; PAFAH2 inh: -2.6; PAD4 FP inh: -6.0

Results for Cc1cccc(OCc2n[nH]c(=S)n2-c2ccccc2)c1 ?
PME-1 inh: -7.6; Fam108B inh: -4.5; LYPLA1 counter: 0.2; PAFAH1B3 inh: 1.8; pPAFAH inh: 1.9; PAFAH1B2 inh: -3.9; GSTO1 counter: 3.5; PAFAH2 inh: 1.8; PAD4 FP inh: 3.8

How did Cc1c(C(=O)OCC2CCCO2)[nH]c2c1C(=O)CC(c1ccco1)C2 (centres undefined) do in these assays?
PME-1 inh: 2.1; Fam108B inh: 2.9; LYPLA1 counter: -4.2; PAFAH1B3 inh: 1.6; pPAFAH inh: 25.2*; PAFAH1B2 inh: 2.7; GSTO1 counter: 18.3; PAFAH2 inh: 6.2; PAD4 FP inh: 3.9

Results for Cc1cc(C)nc(NNS(=O)(=O)c2ccc(Cl)cc2)n1 ?
PAFAH1B3 inh: 9.5; pPAFAH inh: 1.2; PAFAH1B2 inh: 26.1*; PAFAH2 inh: 9.8; PAD4 FP inh: 0.8

What do the screens show for `NS(=O)(=O)c1cccc(NC(=O)COC(=O)c2cc(Cl)ccc2[N+](=O)[O-])c1`?
PME-1 inh: 8.4; Fam108B inh: 0.5; LYPLA1 counter: -0.5; PAFAH1B3 inh: 6.2; pPAFAH inh: 0.6; PAFAH1B2 inh: -3.0; GSTO1 counter: 4.6; PAFAH2 inh: 7.0; PAD4 FP inh: 0.5

How did N/C(=N\OC(=O)c1cccs1)c1cccnc1 do in these assays?
PME-1 inh: -3.5; Fam108B inh: -0.8; LYPLA1 counter: -1.9; PAFAH1B3 inh: 7.7; pPAFAH inh: 1.9; PAFAH1B2 inh: 3.0; GSTO1 counter: -0.2; PAFAH2 inh: 4.5; PAD4 FP inh: -3.3

Results for CCN1CCN(c2cc(C)c3cc(NC(=S)N4CCCCC4)ccc3n2)CC1 ?
PME-1 inh: -2.5; Fam108B inh: 0.6; LYPLA1 counter: 0.2; PAFAH1B3 inh: 8.3; pPAFAH inh: 2.7; PAFAH1B2 inh: 3.2; GSTO1 counter: 7.3; PAFAH2 inh: -5.6; PAD4 FP inh: 1.5

How did Cn1c(C(=O)NCc2ccccn2)cc2c(=O)n(C)c3ccccc3c21 do in these assays?
PME-1 inh: -2.3; Fam108B inh: -4.6; LYPLA1 counter: 0.1; PAFAH1B3 inh: 3.9; pPAFAH inh: -10.8; PAFAH1B2 inh: -0.3; GSTO1 counter: -1.9; PAFAH2 inh: 5.9; PAD4 FP inh: 2.7

How did CC(=O)Nc1ccc(S(=O)(=O)NCCC(=O)NCCCc2ccccc2)cc1 do in these assays?
PME-1 inh: -2.8; LYPLA1 counter: -1.1; PAFAH1B3 inh: 3.0; pPAFAH inh: -1.8; PAFAH1B2 inh: 9.2; PAFAH2 inh: 2.3; PAD4 FP inh: 0.1

Results for O=C(CN(Cc1ccc(F)cc1)C(=O)c1csnn1)NCc1ccc2c(c1)OCO2 ?
PME-1 inh: -2.1; Fam108B inh: -4.0; LYPLA1 counter: -1.2; PAFAH1B3 inh: -0.5; pPAFAH inh: -2.9; PAFAH1B2 inh: 1.9; GSTO1 counter: 4.6; PAFAH2 inh: 14.9; PAD4 FP inh: -3.4

What do the screens show for `CCN(C1CCCCC1)S(=O)(=O)c1cc2c3c(c1)CCN3C(=O)CC2`?
PME-1 inh: 4.9; Fam108B inh: -4.4; LYPLA1 counter: 0.8; PAFAH1B3 inh: -5.5; pPAFAH inh: 5.7; PAFAH1B2 inh: 3.5; GSTO1 counter: -1.6; PAFAH2 inh: 2.1; PAD4 FP inh: -1.0

What do the screens show for `C/C(=C\C(=O)c1sccc1Cl)N(C)C`?
PME-1 inh: -3.1; Fam108B inh: 0.8; LYPLA1 counter: -2.3; PAFAH1B3 inh: 2.4; pPAFAH inh: 4.2; PAFAH1B2 inh: -0.7; GSTO1 counter: 3.3; PAFAH2 inh: 2.0; PAD4 FP inh: -0.5

What do the screens show for `O=C(/C=C/c1cccc(F)c1)N(c1ccccn1)C1CCCCC1`?
PME-1 inh: 2.3; Fam108B inh: 2.9; LYPLA1 counter: 1.3; PAFAH1B3 inh: 2.4; pPAFAH inh: -2.4; PAFAH1B2 inh: 2.7; GSTO1 counter: 8.4; PAFAH2 inh: 8.8; PAD4 FP inh: 0.5

Results for CC1CN(C2=N/C(=C/c3ccc4c(c3)OCO4)C(=O)N2)CC(C)O1 (centres undefined) ?
PME-1 inh: 6.1; Fam108B inh: 1.2; LYPLA1 counter: -1.3; PAFAH1B3 inh: 9.8; pPAFAH inh: 11.7; PAFAH1B2 inh: 0.3; GSTO1 counter: -2.1; PAFAH2 inh: -1.4; PAD4 FP inh: -4.3

How did Cc1ccc(OCC(=O)Nc2ccc(N3CCN(C(=O)c4ccco4)CC3)cc2)cc1C do in these assays?
PME-1 inh: 2.5; Fam108B inh: 1.6; LYPLA1 counter: 0.8; PAFAH1B3 inh: 7.3; pPAFAH inh: 12.0; PAFAH1B2 inh: 4.2; GSTO1 counter: -4.5; PAFAH2 inh: -0.1; PAD4 FP inh: -0.3

What do the screens show for `O=C(NCCc1ccc(C(F)(F)F)cc1)C1CC(=O)N(c2ccc3c(c2)OCCO3)C1` (centres undefined)?
PME-1 inh: -7.9; LYPLA1 counter: -0.5; PAFAH1B3 inh: 6.7; pPAFAH inh: 0.5; PAFAH1B2 inh: 1.9; PAFAH2 inh: -4.0; PAD4 FP inh: -3.5

Results for CCOC(=O)C1(CC2CCCCO2)CCN(Cc2ccc(OC)cc2F)CC1 (centres undefined) ?
PME-1 inh: -2.5; Fam108B inh: -0.9; LYPLA1 counter: 0.4; PAFAH1B3 inh: 5.3; pPAFAH inh: -2.3; PAFAH1B2 inh: 5.4; GSTO1 counter: -1.0; PAFAH2 inh: 0.7; PAD4 FP inh: -5.7

Results for CNC(=S)NC1CC2CCCC(C1)N2Cc1ccco1 (centres undefined) ?
PME-1 inh: -3.6; Fam108B inh: 2.7; LYPLA1 counter: -3.4; PAFAH1B3 inh: 2.6; pPAFAH inh: 1.6; PAFAH1B2 inh: 4.6; GSTO1 counter: 3.1; PAFAH2 inh: -1.0; PAD4 FP inh: -4.2

What do the screens show for `COc1ccc(C2C(C(C)=O)=C(O)C(=O)N2Cc2ccccc2)c(OC)c1` (centres undefined)?
PME-1 inh: 0.5; Fam108B inh: 1.5; LYPLA1 counter: -1.1; PAFAH1B3 inh: 11.3; pPAFAH inh: 0.7; PAFAH1B2 inh: 7.3; GSTO1 counter: 4.3; PAFAH2 inh: 3.1; PAD4 FP inh: -11.2

How did COc1ccc(-n2c(SCC(=O)Nc3ccccc3OC)nc(O)cc2=O)cc1 do in these assays?
PME-1 inh: -1.9; Fam108B inh: -0.4; LYPLA1 counter: -4.2; PAFAH1B3 inh: -3.0; pPAFAH inh: 6.7; PAFAH1B2 inh: 2.0; GSTO1 counter: 5.3; PAFAH2 inh: 6.8; PAD4 FP inh: 1.3

How did O=C(NCc1nnc(SCC(=O)N2CCCC2)o1)c1c(F)cccc1F do in these assays?
PME-1 inh: -3.7; Fam108B inh: -4.3; LYPLA1 counter: -1.7; PAFAH1B3 inh: -2.0; pPAFAH inh: 5.4; PAFAH1B2 inh: -4.0; GSTO1 counter: 4.7; PAFAH2 inh: 1.0; PAD4 FP inh: -0.1

Results for CCOC(=O)C1CCCN(C(=O)Cn2sc3nc(C)cc(C)c3c2=O)C1 (centres undefined) ?
PME-1 inh: -1.0; Fam108B inh: 3.7; LYPLA1 counter: 2.5; PAFAH1B3 inh: -2.0; pPAFAH inh: -1.2; PAFAH1B2 inh: 2.8; GSTO1 counter: 10.5; PAFAH2 inh: 1.6; PAD4 FP inh: 1.0

What do the screens show for `Cc1ccc(Cc2c(C)c(C#N)c3[nH]c4ccccc4n3c2=O)cc1`?
PME-1 inh: 5.3; Fam108B inh: 10.8; LYPLA1 counter: 1.8; PAFAH1B3 inh: 11.9; pPAFAH inh: 14.3; PAFAH1B2 inh: 10.0; GSTO1 counter: -102.9; PAFAH2 inh: 14.3; PAD4 FP inh: -1.4

What do the screens show for `CCOC(=O)CNC(=O)c1sc2ncnc(N3CCc4ccccc4C3)c2c1C`?
PME-1 inh: 7.9; Fam108B inh: -1.0; LYPLA1 counter: -1.9; PAFAH1B3 inh: -1.0; pPAFAH inh: 7.6; PAFAH1B2 inh: 1.8; GSTO1 counter: -2.9; PAFAH2 inh: -11.8; PAD4 FP inh: -2.3

Results for CCCCOC(=O)c1ccc(N=Nc2c(C)c(C#N)c(O)[nH]c2=O)cc1 ?
PME-1 inh: -4.4; Fam108B inh: 4.8; LYPLA1 counter: 3.7; PAFAH1B3 inh: 11.5; pPAFAH inh: 13.0; PAFAH1B2 inh: 4.5; GSTO1 counter: 10.9; PAFAH2 inh: 5.4; PAD4 FP inh: -5.8

What do the screens show for `O=C(O)CC(CC(=O)O)(C(=O)O)c1ccccc1`?
PME-1 inh: -1.2; Fam108B inh: 1.7; LYPLA1 counter: 1.3; PAFAH1B3 inh: 7.5; pPAFAH inh: -5.3; PAFAH1B2 inh: 4.0; GSTO1 counter: -13.0; PAFAH2 inh: 5.7; PAD4 FP inh: -5.2

Results for Cc1coc2c(C)c3oc(=O)c(CCC(=O)N4CCC(C(=O)NCCCC(=O)O)(c5ccccc5)CC4)c(C)c3cc12 ?
PME-1 inh: 1.4; Fam108B inh: -3.1; LYPLA1 counter: 0.6; PAFAH1B3 inh: 0.8; pPAFAH inh: 15.0; PAFAH1B2 inh: 1.2; GSTO1 counter: 3.4; PAFAH2 inh: -3.1; PAD4 FP inh: -0.1

How did CCCCC(=O)Nc1ccc(NC(=O)C(C)C)cn1 do in these assays?
PME-1 inh: 2.8; Fam108B inh: -0.8; LYPLA1 counter: 0.0; PAFAH1B3 inh: 1.7; pPAFAH inh: 8.7; PAFAH1B2 inh: 6.5; GSTO1 counter: -4.3; PAFAH2 inh: -0.6; PAD4 FP inh: 1.0

How did O=C(CC1Sc2ncnn2C1=O)Nc1ccc(Br)cc1 (centres undefined) do in these assays?
PME-1 inh: -7.7; Fam108B inh: -4.3; LYPLA1 counter: -1.2; PAFAH1B3 inh: 13.2; pPAFAH inh: 1.5; PAFAH1B2 inh: 7.9; GSTO1 counter: -5.2; PAFAH2 inh: -8.1; PAD4 FP inh: -5.0

Screening data deposited in PubChem by The Scripps Research Institute Molecular Screening Center.

Not all compounds are listed, so the mix of outcomes need not match the whole.
